Bioassay records from PubChem BioAssay.
CCHFV vOTU inh: CCHFV vOTU protease inhibition; AID 651958; 0.55% of 370,000 active; inhibition, % at 11.5 µM; Pep-AMC fluorescence; in the data active means inhibition above about 30%; further: 0% = vehicle wells with enzyme and 100% = no enzyme wells
PrPC TRFRET: cell surface PrPC inhibition, primary TR-FRET screen; TR-FRET read-out; inhibition, % at 13.8 µM; AID 720596; 0.43% of 370,000 active; P04156; in the data active means inhibition above about 24%; further: 0% = median of the test wells and 100% = reference compound wells
* hit, by the source's call. Only part of the results is shown, so the mix of outcomes need not match the whole.

SMILES | CCHFV vOTU inh | PrPC TRFRET
C#CCCN([C@@H](CC(C)C)C(=O)OC)S(=O)(=O)c1ccc(F)cc1Br | 13 | 5
O=C(CCS(=O)(=O)c1ccccc1)Nc1ccc(F)cc1F | -2 | -1
O=C1CC(N2CCCC2)=NC(=O)N1c1ccc(Br)cc1 | -2 | -2
COC(=O)CC[C@H](/C=C/C(=O)OC(C)(C)C)Sc1ccc(C(C)(C)C)cc1 | 17 | 6
COc1ccc(CN2C(=O)N3Cc4ccc(C)cc4C3CS2(=O)=O)cc1 (stereo unspecified) | 10 | 6
CC(=NNC(=O)CSc1nnc(-c2ccccc2)n1-c1ccccc1)c1cccc([N+](=O)[O-])c1 | 10 | 7
CC(C)(C)c1ccc(S(=O)(=O)N2CCCC(C(=O)NCc3cccs3)C2)cc1 (stereo unspecified) | 5 | 7
Cc1cccc(-c2cccc3c4c([nH]c23)[C@@H]2C[C@H]3[C@@H](C(=O)N2CC4)[C@H](C)ON3C)c1 | -20 | 6
COC(=O)[C@]1(CNC(=O)C(F)(F)F)CC(=O)N(C)[C@@H]1c1ccccc1 | -1 | 11
CC(=O)N1c2ccccc2C(c2ccccc2)=NCC1C(=O)NCc1ccccc1 (stereo unspecified) | -5 | -5
O=C(c1ccncc1)N1CC[C@H]2[C@H](CCCN2Cc2ccc(F)cc2)C1 | 6 | -1
CCOC(=O)[C@]12CCCCC/C=C\1N(CCc1ccc(Cl)cc1)C(=O)[C@H]2CC(=O)N1CCC(c2ccccc2)CC1 | 11 | -8
CC(C)CNS(=O)(=O)/C=C/c1ccccc1CCNC(=O)OC(C)(C)C | 9 | 21
COc1ccc(S[C@]2(C(=O)N3CCN(c4ncccn4)CC3)CC(=O)N(c3ccccc3)[C@@H]2c2ccc(OC)cc2)cc1 | 0 | 0
O=C(c1ccc(Cl)c(Cl)c1)N1CCC(Oc2cccnc2)CC1 | -3 | 0
COC(=O)[C@]12C[C@H](CC(=O)NCCCCc3ccccc3)C(=O)N(Cc3ccc(Cl)cc3Cl)C1=C[C@H](C(C)(C)C)O[C@@H]2C | 24 | -5
O=C(CSc1nnc(-c2cccnc2)n1-c1ccccc1)Nc1cccc2ccccc12 | -8 | 6
CCOC(=O)[C@]12CCCC=C1N(CCCOC)C(=O)[C@@H]2CC(=O)NCc1ccc(C)o1 | 14 | 5
Cc1cccc(-c2cccc3c4c([nH]c23)[C@@H]2C[C@H](N(C)C(=O)Nc3ccccc3C)[C@H]([C@H](C)O)CN2CC4)c1 | -2 | -13
CCCCNS(=O)(=O)/C=C/c1ccccc1CCNC(=O)OC(C)(C)C | 1 | 3
CC(=O)N1CCc2c1cccc2S(=O)(=O)NC(CC(C)C)C(=O)Nc1ccc(Cl)c(Cl)c1 (stereo unspecified) | -2 | 0
CC(=NN1CCN(Cc2ccccc2Cl)CC1)c1ccc(O)cc1 | 15 | 6
CC(C)(C)OC(=O)NCCCc1ccc2c(c1)[C@]1(CCC[C@@H](OCc3ccccc3)[C@@H]1NC(=O)CCc1ccccc1)C(=O)N2Cc1ccccc1 | 24 | -9
COc1ccc(-c2nnc(SCc3cccc(F)c3)n2-c2ccccc2)cc1 | 10 | 15
COc1ccc(OC)c(CN2C(=O)c3ccnn3CC2(C)c2nnnn2C2CCCC2)c1 (stereo unspecified) | 2 | -1
Remaining list, next part:
SMILES | CCHFV vOTU inh | PrPC TRFRET
CC(=O)O[C@@H]1CCC[C@@]2(C(=O)Nc3ccccc32)[C@H]1NC(=O)C(C)C | -5 | 1
C=CCOC(=O)N[C@@H](c1cccc(OC)c1)[C@@H](C)/C=C/CC(=O)O | -3 | -2
CC1(C)Oc2ccc(C(=O)NCCCN3CCCC3)cc2NC1=O | 9 | 6
CCOC(=O)[C@]12CCCC=C1N(Cc1ccc(OC)cc1)C(=O)[C@@H]2CC(=O)NCCCCc1ccccc1 | 15 | 6
O=S1(=O)c2ccc(N3CC[C@H](O)C3)cc2OCCCN1C1CC1 | 5 | 0
CCOc1ccc(-n2c(SCC(=O)Nc3ccc(S(=O)(=O)Nc4cc(C)nc(C)n4)cc3)nnc2-c2ccco2)cc1 | -1 | 3
C[C@H](O)[C@@H]1C(=O)N2CCc3c([nH]c4c(-c5ccc6c(c5)OCO6)cccc34)[C@@H]2C[C@@H]1N(C)C(=O)c1ccccc1F | 1 | -8
C=CCC12C=C(OC)C(=O)C(C1=O)C1c3ccccc3CC12 (stereo unspecified) | 0 | 4
COc1ccc(NC(=O)CSc2nc(C)cc(=O)[nH]2)cc1OC | 17 | 5
Cc1c(C(C)c2ccccc2O)c2ccccc2n1C (stereo unspecified) | -2 | 4
COc1ccc(-c2nnc(SCC(=O)N/N=C(\C)c3ccc(-c4ccccc4)cc3)n2-c2ccc(C)cc2)cc1 | 15 | 7
O=C(CSc1nnc(-c2ccccc2F)n1-c1ccccc1)c1ccc2ccccc2c1 | -2 | -3
O=C(NC1CCCCN(Cc2cccc(Cl)c2)C1=O)c1ccccc1 (stereo unspecified) | -4 | 8
CC(C)CN1C(=O)[C@]2(CC(=O)N(C)C2c2ccccc2)c2cc(-n3cc(-c4ccccc4)nn3)ccc21 (stereo partly specified) | 14 | 2
COC(=O)c1cc(-c2ccc(C)c3ccccc23)c(=O)n2c1CCC2 | -10 | 3
CC1CC(C)CN(CCCNS(=O)(=O)c2cc3c(cc2Br)CCN3C(=O)C2CC2)C1 (stereo unspecified) | 2 | 7
COC(=O)[C@H](CC(C)C)N(CCCc1cn(Cc2ccc(C)cc2)nn1)S(=O)(=O)c1ccccc1Br | 12 | 3
O=C(Cc1ccccc1F)N1CCC(n2nnc3ncccc32)CC1 | 0 | -5
CC(COc1ccc(C(F)(F)F)cc1)CN1CCC(C(O)(c2ccccc2)c2ccccc2)CC1 (stereo unspecified) | 13 | -10
CC(=O)N1CCN(C(=O)CSc2nc3cccnc3n2C)CC1 | 1 | -9
CCn1c(SCC(=O)Nc2ccc(C(C)C)cc2)nnc1-c1ccc(C(C)(C)C)cc1 | -5 | -7
CCOC(=O)[C@]12CCCCC/C=C\1N(Cc1ccc(OC)cc1)C(=O)[C@H]2CC(=O)N1CCCCC1 | 1 | 7
COCC(=O)N1[C@H](CO)[C@@H](c2ccc(-c3cccnc3)cc2)[C@H]1CN(C)S(=O)(=O)c1ccccc1[N+](=O)[O-] | 2 | 11
COC(=O)[C@]12C[C@H](CC(=O)N3CCSCC3)C(=O)N(CCC3=CCCCC3)C1=C[C@H](C1CCCC1)O[C@@H]2C | 11 | -2
CCCCOc1ccc(C(=O)NC2CCCCN(Cc3ccccc3C)C2=O)cc1 (stereo unspecified) | 9 | 2
The list goes on:
SMILES | CCHFV vOTU inh | PrPC TRFRET
CN(CC#CC1=CCCCC1)/C(N)=N/C(=O)OCc1ccccc1 | 13 | 4
O=C(C1CCCN1S(=O)(=O)c1ccccc1[N+](=O)[O-])N1CCc2ccccc2C1 (stereo unspecified) | -2 | -7
COC(=O)[C@]12C[C@H](CC(=O)NCc3ccc(OC)c(OC)c3)C(=O)N(Cc3ccccc3)C1=C[C@H](COCc1ccccc1)O[C@@H]2C | -1 | -3
O=S(=O)(c1ccc(Cl)s1)N1CCC(c2cn3ccccc3n2)CC1 | -17 | -3
O=C(CCS(=O)(=O)c1ccccc1)Nc1cc(Cl)ccc1F | 0 | 3
O=C(OC12CCCN(C1)/C(=C/c1ccncc1)C2)C1CCCCC1 (stereo unspecified) | -2 | 6
CCOC(=O)[C@]12CCCC3=C1N(CCC3)C(=O)[C@@H](CC(=O)NCC13CC4CC(CC(C4)C1)C3)C2 | 8 | 2
O=C(Nc1c(-c2ccccc2)nc2ncccn12)c1ccc(F)cc1 | -20 | 0
CCCCCc1cccc2[nH]cc(-c3ccccc3)c12 | 4 | -6
CC(=O)N1CCc2cc(S(=O)(=O)NCCC(=O)NCc3ccc(Cl)cc3)ccc21 | 3 | 13
Cc1ccc(-c2cc(C(=O)NN=Cc3cccc(Oc4ccccc4)c3)[nH]n2)cc1C | 7 | 3
CCOC(=O)CC[C@@H]1CC[C@]2(CCCN(C(=O)C3CCCC3)C2)O1 | -2 | -5
COC(=O)[C@]12C[C@H](CC(=O)N3CCSCC3)C(=O)N(CCc3ccc(OC)c(OC)c3)C1=C[C@H](C(C)(C)C)O[C@@H]2C | 5 | 2
COc1ccc(-n2c(SCC(=O)NCC3CCCO3)nnc2-c2ccncc2)cc1 (stereo unspecified) | 1 | 0
CC[C@H](CCCc1ccc(OC)cc1)CCC(=O)N1CCOCC1 | 3 | -4
CC(=O)N1CCN(C(=O)CN2C(=O)CC(C)(C)S(=O)(=O)c3ccccc32)CC1 | 8 | -2
O=C(Nc1nc2ncccn2c1-c1ccc(C(F)(F)F)cc1)c1ccc(F)cc1 | -7 | -4
CCn1c2ccccc2c2cc(NC(=O)c3cc4c(C)nn(-c5ccccc5)c4s3)ccc21 | 7 | 4
N#Cc1cccc(NC(=O)OC2CC3CC2[C@H]2CCCCN2[C@H]3Cc2ccccc2)c1 (stereo partly specified) | -6 | -5
Cc1ccc(NC(=O)C2CCCN2S(=O)(=O)c2cccnc2)c(C)c1 (stereo unspecified) | -2 | -7
Oc1ccccc1C=Nn1c(-c2ccccc2F)n[nH]c1=S | 20 | 5
Cc1ccc(-c2c(NC(=O)c3cccc(C)c3)nc3ncccn23)cc1 | -20 | -9
CCn1c(SCC(=O)NN=Cc2cc(OC)ccc2OC)nnc1-c1ccc(OC)cc1 | -5 | 2
COc1ccc(-c2cc(-c3nnc(SCC(=O)Nc4ccc(-c5nc6ccc(C)cc6s5)cc4)n3N)[nH]n2)cc1 | -15 | -2
CCCCCCCCN1C(=O)[C@@H](CC(=O)N2CCC(c3ccccc3)CC2)C[C@@]2(C(=O)OC)C1=C[C@H](C(C)C)O[C@@H]2C1CC1 | 19 | -2

Compounds shown so far that contain a Cl atom (9):
SMILES | CCHFV vOTU inh | PrPC TRFRET
CCOC(=O)[C@]12CCCCC/C=C\1N(CCc1ccc(Cl)cc1)C(=O)[C@H]2CC(=O)N1CCC(c2ccccc2)CC1 | 11 | -8
O=C(c1ccc(Cl)c(Cl)c1)N1CCC(Oc2cccnc2)CC1 | -3 | 0
COC(=O)[C@]12C[C@H](CC(=O)NCCCCc3ccccc3)C(=O)N(Cc3ccc(Cl)cc3Cl)C1=C[C@H](C(C)(C)C)O[C@@H]2C | 24 | -5
CC(=O)N1CCc2c1cccc2S(=O)(=O)NC(CC(C)C)C(=O)Nc1ccc(Cl)c(Cl)c1 (stereo unspecified) | -2 | 0
CC(=NN1CCN(Cc2ccccc2Cl)CC1)c1ccc(O)cc1 | 15 | 6
O=C(NC1CCCCN(Cc2cccc(Cl)c2)C1=O)c1ccccc1 (stereo unspecified) | -4 | 8
O=S(=O)(c1ccc(Cl)s1)N1CCC(c2cn3ccccc3n2)CC1 | -17 | -3
O=C(CCS(=O)(=O)c1ccccc1)Nc1cc(Cl)ccc1F | 0 | 3
CC(=O)N1CCc2cc(S(=O)(=O)NCCC(=O)NCc3ccc(Cl)cc3)ccc21 | 3 | 13

Next section
SMILES | CCHFV vOTU inh | PrPC TRFRET
CCCCCCCCN1CN2Cc3ccc(C)cc3C2CS1(=O)=O (stereo unspecified) | 7 | 7
COC(=O)[C@]12C[C@H](CC(=O)N3CCOCC3)C(=O)N(Cc3ccc(Cl)cc3Cl)C1=C[C@H](COCc1ccccc1)O[C@@H]2C | -1 | 3
CCOc1ccc(-n2c(SCC(=O)Nc3ccc(S(=O)(=O)Nc4nccs4)cc3)nnc2-c2ccc(C(C)(C)C)cc2)cc1 | 22 | 0
CCOc1ccc(NC(=O)CSc2nnc(-c3n[nH]c4c3CCC4)n2N)cc1 | 0 | 2
CCC(CO)Nc1cccc2c1S(=O)(=O)N(Cc1cn(Cc3ccccc3C(F)(F)F)nn1)Cc1ccccc1O2 (stereo unspecified) | 2 | -4
CCOc1ccc(-n2c(SCC(=O)Nc3ccc(S(=O)(=O)Nc4cc(C)nc(C)n4)cc3)nnc2-c2ccncc2)cc1 | 5 | -6
C[C@H]1C2CC(OC(=O)Nc3ccccc3C(F)(F)F)C(C2)[C@H]2CCCCN21 (stereo partly specified) | -5 | -13
COc1cccc(CC(=O)N(Cc2ccccc2)c2ccccc2C(=O)Nc2cc(OC)ccc2OC)c1 | 1 | -1
CCOC(=O)CC[C@@H]1CC[C@]2(CCCN(S(=O)(=O)C3CCCCC3)C2)O1 | 4 | 8
O=[N+]([O-])c1ccc(CSc2nnc(-c3cccc(Cl)c3)n2Cc2ccco2)cc1 | 8 | -6
CC(C)CNc1cccc2c1S(=O)(=O)N(Cc1cn(Cc3ccc(F)cc3)nn1)Cc1ccccc1O2 | -1 | -2
COc1ccc(S[C@]2(C(=O)N3CCOCC3)CC(=O)N(C(=O)Nc3ccc(C)c(Cl)c3)[C@@H]2c2ccc(OC)cc2)cc1 | 1 | -2
Cc1cc(C)cc(C(=O)OCCN2CCN(C3CN(Cc4cn(Cc5ccc([N+](=O)[O-])cc5)nn4)S(=O)(=O)C3)CC2)c1 (stereo unspecified) | 12 | -16
CC(CCN1CCC(C(O)(c2ccccc2)c2ccccc2)CC1)Oc1ccc(C(F)(F)F)cc1 (stereo unspecified) | 11 | -15
CC(COc1cccc(C#N)c1)CN1CCC(C(O)(c2ccccc2)c2ccccc2)CC1 (stereo unspecified) | 20 | -10
COC(=O)C1CN(CC(C)C)CCS(=O)(=O)N1Cc1cccc(Cl)c1 (stereo unspecified) | 1 | 6
CCCCOCCCNC(=O)C[C@H]1C[C@@]2(C(=O)OC)C(=C[C@H](COCc3ccccc3)O[C@@H]2C)N(Cc2cccc3ccccc23)C1=O | 11 | 0
CCOc1ccccc1C(=O)Nc1ccc2nc(C)[nH]c(=O)c2c1 | 7 | 26*
COC(=O)[C@]12C[C@H](CC(=O)NCc3ccc(C)o3)C(=O)N(CCc3ccc(OC)c(OC)c3)C1=C[C@H](COCc1ccccc1)O[C@@H]2C | -1 | 6
